High-throughput results (PubChem)
ARNT TACC3 PPI – disrupts binding between human ARNT and TACC3 | AlphaScreen His-ARNT PAS-B/GST-TACC3 binding, luminescence; TACC3 fragment carries E629A point mutation | inhibition, % at 9.99 µM | hit rate 0.66% among 390,000;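 active = mean inhibition of replicates at least 50% and at least half of replicates each reaching 50%; inconclusive = half or more replicates reach 50% but mean below 50%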;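 also: 0% = complete ARNT plus TACC3 wells and 100% = ARNT alone without TACC3; many hits fall short of the cut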
CASP6 VEID inh – blocks human caspase-6 cleavage activity. AID 686996. inhibition, % at 12.5 µM. hit rate 0.53% among 350,000. purified caspase-6, Z-VEID-R110 cleavage fluorescence;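 active = mean inhibition across replicates at least about 35%, with every replicate also reaching that limit, limit read from the data; inconclusive = only one of the two criteria met; inactive = neither criterion met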;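 also: 0% = median of neutral control wells and 100% = no fluorescence left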
Target sequence (P55212 24-179 limits assumed): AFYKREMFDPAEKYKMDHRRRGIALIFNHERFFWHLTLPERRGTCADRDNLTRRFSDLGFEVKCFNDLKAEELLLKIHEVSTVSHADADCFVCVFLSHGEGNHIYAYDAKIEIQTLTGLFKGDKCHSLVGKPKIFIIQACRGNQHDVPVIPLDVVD
Target sequence (P55212 194-293 limits assumed): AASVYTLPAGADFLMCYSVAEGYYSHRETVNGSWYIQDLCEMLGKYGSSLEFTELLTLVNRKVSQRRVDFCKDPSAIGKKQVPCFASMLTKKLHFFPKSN
SIRT5 block – inhibitors of human sirtuin-5 desuccinylase; Q9NXA8; Purified SirT5, succinyl-peptide AMC, trypsin-coupled fluorescence; inhibition, % at 15 µM; hit rate 1.1% among 330,000; in the data active = inhibition above about 15%; inconclusive = no clear call, values can overlap the other calls
Target sequence (Q9NXA8 whole entry, looked up): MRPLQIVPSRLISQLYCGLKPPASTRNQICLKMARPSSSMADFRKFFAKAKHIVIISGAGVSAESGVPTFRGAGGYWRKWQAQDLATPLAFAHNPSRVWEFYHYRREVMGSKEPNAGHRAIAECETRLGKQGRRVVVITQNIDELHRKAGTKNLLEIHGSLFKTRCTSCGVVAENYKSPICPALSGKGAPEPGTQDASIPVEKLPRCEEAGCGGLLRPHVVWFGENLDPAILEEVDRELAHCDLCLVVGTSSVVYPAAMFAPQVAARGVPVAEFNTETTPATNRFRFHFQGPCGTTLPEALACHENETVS
DENV2 CPE – protects cells from dengue virus 2 cytopathic effect | DENV2-infected cells, cytopathic effect rescue, plate reader | CPE inhibition, % at 9.99 µM | hit rate 1.7% among 350,000 | AID 651640; in the data active = CPE inhibition above about 20%, passing the limit was not always enough; inconclusive = no clear call, values can overlap the other calls; tested in BHK-21 cells;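 also: 0% = median of neutral control wells and 100% = median of positive control wells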
EWS-Fli block – inhibitors of EWS/Fli oncoprotein transcriptional activity | A673 NR0B1-luciferase reporter, viability-normalised | inhibition, % at 12.6 µM | hit rate 0.67% among 350,000;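 active = mean inhibition of at least 50% after viability correction, with every replicate also passing that limit; inconclusive = mean reaches 50% but only one of two replicates passes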;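 also: firefly luciferase signal divided by Alamar Blue viability fluorescence both relative to DMSO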
LGR2 inh – Drosophila LGR2 receptor signaling inhibition | HEK293 LGR2, CRE-luciferase, bursicon-stimulated, 4 h | inhibition, % at 9.99 µM | hit rate 0.35% among 380,000 | AID 720647;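 active = drop in luminescence signal, shown as inhibition above about 50% in the replicate tests, limit read from the data, passing the limit was not always enough; inconclusive = probably only some replicates passing the limit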;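 also: agonist challenge used bursicon conditioned medium at about half maximal strength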
PAX8 inh HTS – inhibitors of PAX8 transcriptional activity in RMG-I cells; RMG-I TPO-luciferase reporter, SteadyGlo, 24 h; hit rate 1.2% among 360,000; AID 652154; inhibition, % at 12.6 µM;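 active = mean replicate inhibition at least 60% with every replicate also reaching 60%; inconclusive = only one of the two criteria is met; inactive = mean below 60% and not all replicates reaching 60%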;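 also: luciferase light reporting Pax8 driven TPO promoter activity; plate controls were median of neutral control wells for no effect and mitoxantrone controls for full effect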
* marks the source's active call; other numbers are inactive results; ? = inconclusive; . = no result given; & = joins results of further samples.

SMILES	ARNT TACC3 PPI	CASP6 VEID inh	SIRT5 block	DENV2 CPE	EWS-Fli block	LGR2 inh	PAX8 inh HTS
Cc1cc(C)[n+]2n1C(=O)C(c1ccccc1)=C2[O-]	0.8&-2.6	-3.4&-5.6	-4.1&-1.0	-6.2&-8.2	-20.2&-15.3	35.8&-14.2	5.9&-14.4
COc1ccc(Cn2cc(CN3CCc4onc(-c5ccc(Br)cc5)c4C3=O)nn2)cc1	.	0.0	-1.0	-10.0	0.7	-14.1	4.3
COC(=O)[C@]1(C)N[C@H](CN(C)C(=O)c2ccc(C(C)(C)C)cc2)[C@@H]2C(=O)N(Cc3ccccc3)C(=O)[C@@H]21	5.2	2.3	.	7.3	-8.5	8.1	12.8
O=C(NC1CCCCC1)N1CCN(S(=O)(=O)c2ccc(F)cc2)CC1	4.6	2.0	0.8	-5.7	-1.3	5.6	1.0
CCN(CC(=O)NCc1ccc(F)cc1)C(=O)C1CC1C (centres undefined)	1.4	1.9	-0.8	5.7	0.5	-4.3	8.5
CCN=c1scc(-c2cccs2)n1/N=C/c1cc(OC)ccc1O	8.6	.	.	.	.	-35.5	-150.3
COc1ccc(C(=O)NCCNc2ccc([N+](=O)[O-])cc2)cc1OC	-4.3	-4.0	2.4	-6.5	-3.4	1.0	-9.4
CC(C)[C@H](N)c1cn([C@@H](CO)C(=O)N2CCNCC2)nn1	-9.5	.	.	2.6	-10.6	15.4	-4.9
Cn1c(=O)c2c(ncn2CC(=O)N2CCCCCC2)n(C)c1=O	-9.8	-3.3	-1.9	.	7.0	1.8	-9.3
Cc1c(C(=O)Nc2ccccc2F)sc2nc3n(c(=O)c12)CCC3	5.0	-1.5	1.1	-3.8	-85.8	-49.2	-202.0
COc1ccccc1N1CCN(C(=O)CCNC(=O)c2ccco2)CC1	.	-2.9	1.2	-5.2	-40.3	-17.0	-42.3
O=C(CNS(=O)(=O)c1ccccc1)OCc1cccc([N+](=O)[O-])c1	-11.1	.	.	.	.	8.6	-4.4
CCOc1cccc(C2/C(=C(/O)c3ccc4c(c3)CC(C)O4)C(=O)C(=O)N2CCCn2ccnc2)c1 (centres undefined)	-1.3	-6.0	2.4	3.2	5.0	-2.2	-27.2
CC(C)(C)[C@H]1C=C(C(N)=O)O[C@@H](OCc2ccc(CO)cc2)C1	-5.9&-1.8	7.0&-0.2	-0.8&-5.5	15.8&1.9	3.3&0.2	-14.2	-17.5&-24.5
CC(C)CCNC(=O)C(=O)Nc1ccccc1	-5.4	2.5	-2.3	5.9	-99.5	-18.9	-201.4
C[C@@H]1CCCCO[C@@H](CN(C)C(=O)Nc2cccc3ccccc23)[C@@H](C)CN([C@H](C)CO)C(=O)c2cc(NC(=O)CCCCCC(=O)Nc3ccccc3N)ccc2O1	-6.4	0.2	.	8.1	15.3	10.1	6.2
COc1cc(CNn2c(C)n[nH]c2=S)cc(Br)c1OCc1ccc(F)cc1	-5.4	6.6	-4.4	-5.6	9.0	7.5	2.9
C/C=C/c1ccc([C@H]2[C@@H](CN(C)S(C)(=O)=O)N(C(=O)CC)[C@H]2CO)cc1	-2.3	1.7	0.2	11.1	-3.0	4.8	2.1
C[C@H]1CN([C@@H](C)CO)C(=O)c2cc(N(C)C)ccc2O[C@@H]1CN(C)S(=O)(=O)c1cccs1	0.1	-4.2	0.3	7.1	-10.2	10.3	-1.8
O=C(CSc1ccc2nnc(-c3ccccn3)n2n1)Nc1ccc2c(c1)OCO2	51.0*	-0.2	-0.6	9.3	-4.3	3.5	13.7

Continued, starting with the last two of the part before.
SMILES	ARNT TACC3 PPI	CASP6 VEID inh	SIRT5 block	DENV2 CPE	EWS-Fli block	LGR2 inh	PAX8 inh HTS
C[C@H]1CN([C@@H](C)CO)C(=O)c2cc(N(C)C)ccc2O[C@@H]1CN(C)S(=O)(=O)c1cccs1	0.1	-4.2	0.3	7.1	-10.2	10.3	-1.8
O=C(CSc1ccc2nnc(-c3ccccn3)n2n1)Nc1ccc2c(c1)OCO2	51.0*	-0.2	-0.6	9.3	-4.3	3.5	13.7
Cc1noc(C)c1S(=O)(=O)Nc1ccc2c(c1)CC(=O)N([C@@H](C)CO)C[C@@H](C)[C@H](CN(C)S(=O)(=O)c1cccs1)O2	-7.3	-4.3	1.6	-5.8	-4.0	0.1	.
O=C(NC1CCN(C(=O)NC2CCCCC2)CC1)c1cccc(F)c1	-5.8	-2.4	-8.3	-5.4	-2.9	3.6	-5.9
CN1CCN(C(=O)C[C@H]2CC[C@@H]3[C@H](COC[C@@H](O)CN3Cc3ccc4c(c3)OCO4)O2)CC1	10.2	-1.9	-1.6	4.1	-13.8	12.5	-9.2
O=C(C[C@@H]1CC[C@@H](NC(=O)C2CC2)[C@H](CO)O1)NC1CCC1	-0.7	3.0	-2.8	2.8	-0.4	1.2	-10.5
C[C@H]1CN([C@@H](C)CO)C(=O)c2cccc(NC(=O)CCCCCC(=O)Nc3ccccc3N)c2O[C@@H]1CN(C)S(=O)(=O)c1ccc(Cl)cc1	.	0.9	9.9	-4.3	27.1	-0.5	.
CC1=C(C(=O)N2CCCCCC2)CC(CC(=O)NC(c2ccccc2)c2ccccc2)C(=O)N1CCC1=CCCCC1 (centres undefined)	.	0.0	.	4.0	8.3	24.5	15.1
CCCCCn1c(=S)[nH]c2cc(C(=O)N3CCN(C(=O)OCC)CC3)ccc2c1=O	0.5	0.7	-1.5	-2.4	5.3	-3.6	9.5
COc1ccc(OC)c(N/C(C)=C/C(=O)c2ccc(Br)cc2)c1	2.2	-3.5	2.9	-3.3	-37.4	-9.4	19.2
COc1cc(/C=C2/NC(=O)NC2=O)cc(Br)c1OCc1ccccc1	.	2.2	-8.5	1.2	-41.3	-35.8	27.0
COc1ccc2c3c(n(C)c2c1)[C@H](CO)N(C(=O)CN(C)C)CC31CCN(S(C)(=O)=O)CC1	.	0.7	-1.6	1.7	3.9	22.2	-19.2
Cc1ccc(C)c(NC(=S)NCc2ccccc2)c1	3.0	-2.3	1.6	-5.7	-23.6	11.6	43.3
O=C(NCc1cccnc1)c1cccc(S(=O)(=O)Nc2ccc(F)cc2)c1	.	4.5	-17.9	-6.1	8.6	3.5	4.8
CCCCNC(=O)C1CCN(Cc2ccc(OCc3ccccc3)c(OC)c2)CC1	.	-4.5	-0.2	?	-66.8	-51.1	-10.5
Cc1ccc(NC(=O)CCNS(=O)(=O)c2ccc3[nH]c(=O)oc3c2)c(C)c1	-0.8	15.2	-1.6	3.8	.	1.1	5.0
COc1ccc(CCN2C(=O)CS/C2=N\NC(=O)c2ccc(C(C)(C)C)cc2)cc1OC	0.6	.	.	.	.	-11.4	26.3
O=C(N[C@H]1CC[C@@H](CCNS(=O)(=O)Cc2ccccc2)O[C@@H]1CO)c1ccc2c(c1)OCO2	22.3	-1.6	9.4	-0.7	-9.8	11.4	9.1
Cc1noc(C)c1NC(=O)N(C)C[C@H]1Oc2c(NC(=O)CCCCCC(=O)Nc3ccccc3N)cccc2C(=O)N([C@H](C)CO)C[C@@H]1C	.	0.1	.	1.9	2.1	22.9	5.8
Cc1cccc(S(=O)(=O)N2CC[C@@H]3[C@H]2c2cc(C#Cc4ccccc4F)ccc2N[C@@H]3CO)c1	0.1	4.4	-1.5	?	-5.6	12.9	7.1
Cc1ccc(C2(C)NC(=O)N(CC(=O)Nc3ccc(S(=O)(=O)Nc4nccs4)cc3)C2=O)cc1 (centres undefined)	17.4	5.5	6.6	-2.5	-1.8	-4.7	-3.3
Cc1c(O)c(CN(C)C)cc2c1oc(=O)c1ccccc12	0.4	0.0	3.6	-0.9	-2.6	9.2	11.6

Some entries already given with just CASP6 VEID inh and PAX8 inh HTS.
| Compound | CASP6 VEID inh | PAX8 inh HTS |
| --- | --- | --- |
| CCCCNC(=O)C1CCN(Cc2ccc(OCc3ccccc3)c(OC)c2)CC1 | -4.5 | -10.5 |
| Cc1ccc(NC(=O)CCNS(=O)(=O)c2ccc3[nH]c(=O)oc3c2)c(C)c1 | 15.2 | 5.0 |
| COc1ccc(CCN2C(=O)CS/C2=N\NC(=O)c2ccc(C(C)(C)C)cc2)cc1OC | . | 26.3 |

(continued)
SMILES	ARNT TACC3 PPI	CASP6 VEID inh	SIRT5 block	DENV2 CPE	EWS-Fli block	LGR2 inh	PAX8 inh HTS
Cc1ccc([N+](=O)[O-])c2c1C(N1CC(C)OC(C)C1)C(C)(C)O2 (centres undefined)	.	-0.3	-0.6	2.5	2.3	-6.0	4.8
COC(=O)[C@H](Cc1ccccc1)N1C/C=C\COc2c(Cl)cc(Cl)cc2S1(=O)=O	0.3	-3.0	.	-3.8	3.8	6.8	-5.5
CN(C)C(=O)c1cccc(-c2ccc3c(c2)[C@@H]2[C@@H](CCN2C(=O)Cc2ccncc2)[C@@H](CO)N3)c1	14.9	.	.	104.0*	-1.9	-18.9	-39.2
COc1cccc(C(=O)Nc2ccc3c(c2)C(=O)N(C)C[C@H](OC)[C@H](C)CN(CCc2ccccc2)[C@H](C)CO3)c1	6.1	.	11.4	9.1	1.4	-13.4	3.2
C[C@H](CO)N1C[C@H](C)[C@@H](CN(C)Cc2ccncc2)Oc2ncc(-c3cccc(C#N)c3)cc2C1=O	-4.9	-1.3	.	?	1.2	8.8	.
O=CN1CCN(C(=O)c2cc3cc(Cl)ccc3[nH]2)CC1	-0.6	-1.7	-4.4	1.9	-0.8	-6.1	-1.8
CCC(=O)N/C(=N/c1nc(C)cc(C)n1)Nc1ccc(OC)cc1	-5.3	-2.6	-4.2	3.2	4.2	-1.1	.
Cc1noc(C)c1C(=O)OCC(=O)Nc1ccccc1SCC#N	-5.3	-1.8	-1.9	4.2	1.8	12.0	11.4
O=C(CN1C(=O)NC2(CCCCCCC2)C1=O)NCc1ccc(Cl)cc1	3.2	2.2	0.3	6.8	-3.6	13.7	3.5
COc1cc(NC(=S)NCC2CCCO2)c(OC)cc1Cl (centres undefined)	-8.9	-2.6	-1.0	2.5	5.3	1.0	-26.7
O=C(NCCCN1CCCC1=O)[C@H](CSCc1ccccc1)N1Cc2ccccc2C1=O	-6.3	-1.6	-1.6	0.7	-2.8	7.9	-0.1
Cc1ccc(-c2nn(C)c(=O)c3ccccc23)cc1CNC(=O)NC1CCCCC1	-5.2	0.6	0.4	-2.3	7.0	4.6	10.4
CNC[C@H]1Oc2ccc(NS(=O)(=O)c3c(C)noc3C)cc2CC(=O)N([C@@H](C)CO)C[C@H]1C	.	-3.1	7.0	-3.7	3.3	18.2	-26.5
COC(=O)c1scc(C)c1NS(=O)(=O)c1ccc(NC(C)=O)cc1	-2.2	-2.5	-6.2	-2.5	-0.4	-0.4	22.0
CCC1CCCCN1CCCNC(=O)c1cn(CC)c2ccc(S(=O)(=O)N(C)C3CCCCC3)cc2c1=O (centres undefined)	0.0	-5.4	0.3	-3.5	10.8	9.6	-2.6
CCc1ccccc1NC(=O)CCS(=O)(=O)c1ccc(Br)cc1	-10.5	25.2	2.9	-2.1	8.7	-3.4	-7.4
CCCCc1ccc(NC(=S)NN2CCOCC2)cc1	-2.0	-0.8	0.8	-1.6	-6.5	.	-27.4
Cc1nn(CCCC(=O)NC(C)c2ccccc2)c(=O)c2nn(-c3ccccc3)c(C)c12 (centres undefined)	-2.4	2.0	-1.9	-3.9	.	-12.7	25.6
CC(Sc1nnc(-c2ccco2)n1N)C(=O)NCc1ccc2c(c1)OCO2 (centres undefined)	3.6	2.1	0.5	2.5	-3.8	12.7	-13.0
Cc1sc2ncn(CC(=O)NCCCC(=O)Nc3ccc(C(C)C)cc3)c(=O)c2c1C	-5.9	25.2	-2.1	-4.2	6.6	15.6	5.1
CO[C@H]1CN(C)C(=O)c2ccc(NC(=O)C3CCCCC3)cc2OC[C@@H](C)N(C)C[C@H]1C	-7.8	-6.7	-3.3	1.3	-2.8	-16.7	.
O=C(Nc1oc2ccccc2c(=O)c1-c1ccc2c(c1)OCO2)c1ccco1	.	1.9	.	3.9	-20.8	-5.0	-19.5
Cc1ccc(NC(=O)C2CCCC2)cc1Cl	1.3	1.2	-1.8	13.5	-19.0	-36.7	-6.4
CCN(C[C@H]1N[C@@](CC)(C(=O)OC)[C@H]2C(=O)N(Cc3ccccc3)C(=O)[C@@H]12)S(=O)(=O)c1ccc(F)cc1	-5.8	-0.7	-6.1	-12.2	0.0	16.1	-16.5
